# TbHK1 inh: Trypanosoma brucei hexokinase 1 inhibitors, primary screen, biochemical, G6PDH-coupled NADH absorbance, MLSCN library. hit rate 0.11% among 220,000. hexokinase 1 [Trypanosoma brucei]. inhibition, % at 10 µM. AID 1430, 2008. recombinant TbHK1, G6PDH-coupled NADH A340;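 active means inhibition of 50% or more in the single-dose primary screen; inactive means inhibition below 50%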
# Runt-CBFb FRET: inhibitors of RUNX1 Runt–CBFb binding, primary screen, biochemical, FRET, Cerulean-Runt, Venus-CBFb, uHTS. Cerulean-Runt/Venus-CBFb FRET ratio 530/480, 1 h. inhibition, % at 20 µM. hit rate 0.46% among 220,000. AID 1496, 2009;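 active means inhibition over about 50% at 20 µM in the single-dose screen, limit read from the data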;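 further: 0% = DMSO wells and 100% = excess unlabeled CBFb competitor control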
#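 Measured by: fluorescence energy transfer, 422 nm excitation, 530/480 nm emission; Assay system: Cerulean-Runt domain; Medium: Tris pH 7.5 buffer with BSA; Measure: loss of energy transfer signal; Controls: 5 µM unlabeled CBFb as full-inhibition high control; Incubation: protein complex preformed 1 h, compound exposure 1 h, room temperature, dark.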
# Runt-SMMHC FRET: inhibitors of RUNX1 Runt–CBFb-SMMHC binding, primary screen, biochemical, FRET, Cerulean-Runt, Venus-CBFb-SMMHC, uHTS; inhibition, % at 20 µM; Runt-related transcription factor 1 (Homo sapiens) + Core-binding factor subunit beta …; AID 1434, 2008; hit rate 0.74% among 220,000; Cerulean-Runt/Venus-CBFb-SMMHC FRET ratio 530/480, 1 h;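 active means mean inhibition across duplicate retests at 20 µM reaching about 50%, limit read from the data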;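 further: 0% = DMSO wells and 100% = wells with excess untagged CBFb-SMMHC; inhibitors lower the FRET ratio by blocking Runt binding to CBFb-SMMHC; some results filed as inactive read as strong as hits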
# 14-3-3 Bad PPI: inhibitors of 14-3-3 zeta/Bad binding, primary screen, biochemical, TR-FRET, bovine 14-3-3 zeta; 14-3-3 protein zeta/delta (Bos taurus), P63103; TR-FRET 14-3-3zeta/Dy647-pBad peptide displacement, 1 h; inhibition, % at 21.7 µM; hit rate 0.71% among 220,000; AID 781, 2007;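 active means inhibition above about 70%, limit read from the data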;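 further: 0% = full 14-3-3 plus peptide FRET controls and 100% = background without 14-3-3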
# MDM2 E3 inh: MDM2-luciferase reporter signal enhancers, primary screen, MDM2 E3 ligase inhibitor project, cell-based, luminescence, 1536-well; cell-based MDM2 ubiquitination luciferase reporter, 2 h; 0 = plate control, 100 = twice control, blank-subtracted; signal enhancement, % at 5 µM; AID 1230, 2008; hit rate 0.11% among 210,000; E3 ubiquitin-protein ligase Mdm2 (Homo sapiens), Q00987;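 active means signal enhancement of 30% or more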;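 further: luminescence tracks abundance of the self-degrading MDM2-luciferase fusion protein; higher signal means inhibition of MDM2 E3 ligase activity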
# Target sequence (Q00987 whole entry, looked up, the tested form may be a part): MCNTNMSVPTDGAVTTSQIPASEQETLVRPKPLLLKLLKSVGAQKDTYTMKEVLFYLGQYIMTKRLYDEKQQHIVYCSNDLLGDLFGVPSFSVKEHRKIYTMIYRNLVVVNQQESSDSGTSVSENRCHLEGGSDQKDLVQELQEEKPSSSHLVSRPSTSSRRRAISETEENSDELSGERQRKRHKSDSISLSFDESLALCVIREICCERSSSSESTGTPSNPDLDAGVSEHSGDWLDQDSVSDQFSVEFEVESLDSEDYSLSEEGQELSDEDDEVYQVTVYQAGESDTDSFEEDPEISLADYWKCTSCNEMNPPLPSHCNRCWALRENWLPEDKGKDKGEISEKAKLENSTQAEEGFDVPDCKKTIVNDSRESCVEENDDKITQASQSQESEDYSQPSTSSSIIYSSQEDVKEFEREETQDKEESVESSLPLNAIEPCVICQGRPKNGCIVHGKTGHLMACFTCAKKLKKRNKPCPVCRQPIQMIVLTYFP
#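 System: stable MDM2–luciferase fusion reporter cells / Input: 2000 cells seeded into each well / Schedule: 4 h settle plus 2 h compound, 37 °C / Compound: single-point 5 µM / Buffer or medium: cells held in DMEM / Benchmarks: control and blank well means / Evaluation: percent signal gain over controls, blank-subtracted / Measured by: luciferase luminescence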
# EBV gp42 block: Epstein-Barr virus gp42 inhibitors, primary screen, biochemical, uHTS, fluorescence polarization | AID 1085, 2008 | Glycoprotein 42 (Epstein-Barr virus (strain AG876)), Q1HVG2 | Fluorescence polarization binding assay, mP read-out | hit rate 0.42% among 220,000 | inhibition, % (tested at 21.74 µM); in the data active means inhibition above about 50%
# Target sequence (Q1HVG2 whole entry, looked up): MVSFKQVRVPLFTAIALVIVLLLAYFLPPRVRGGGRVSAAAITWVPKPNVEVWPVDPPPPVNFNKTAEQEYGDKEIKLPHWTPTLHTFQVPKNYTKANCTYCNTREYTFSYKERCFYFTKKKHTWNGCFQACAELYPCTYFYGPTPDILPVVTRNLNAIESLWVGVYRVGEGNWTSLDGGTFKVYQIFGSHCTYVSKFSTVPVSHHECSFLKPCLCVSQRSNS
# p47phox inh: p47phox/p22phox peptide binding inhibitors, primary screen, biochemical, uHTS, NADPH oxidase regulatory subunit. hit rate 0.53% among 220,000. inhibition, % at 24.7 µM. fluorescence polarization, 2 h. Neutrophil cytosol factor 1 (Homo sapiens), P14598;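 active means inhibition above about 30%, limit read from the data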;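 further: 0% = p47phox with labelled peptide and 100% = labelled peptide alone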
# Target sequence (P14598 whole entry, looked up): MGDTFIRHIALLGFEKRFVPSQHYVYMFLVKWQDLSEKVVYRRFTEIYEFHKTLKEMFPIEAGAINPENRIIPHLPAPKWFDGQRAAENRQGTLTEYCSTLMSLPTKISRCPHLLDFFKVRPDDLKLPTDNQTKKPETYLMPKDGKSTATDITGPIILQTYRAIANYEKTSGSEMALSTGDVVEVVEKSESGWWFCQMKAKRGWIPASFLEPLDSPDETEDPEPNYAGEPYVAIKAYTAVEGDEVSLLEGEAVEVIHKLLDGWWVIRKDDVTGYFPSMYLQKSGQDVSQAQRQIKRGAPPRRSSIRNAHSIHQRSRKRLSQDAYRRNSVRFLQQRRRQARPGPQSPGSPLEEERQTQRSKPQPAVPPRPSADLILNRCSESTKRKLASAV
# Hck Nef HTS: inhibitors of Nef-activated human Hck kinase, primary screen, biochemical, Z-Lyte FRET, 384-well, Hck-YEEI | inhibition, % at 20 µM | Recombinant Hck-YEEI plus Nef, Z-Lyte FRET kinase assay | Tyrosine-protein kinase HCK (Homo sapiens), P08631 | hit rate 0.68% among 220,000 | AID 463187, 2010;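 active means Hck-Nef kinase inhibition above about 50%, limit read from the data; inactive means inhibition below that limit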;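 further: 0% = DMSO with Hck plus Nef and 100% = Hck alone without Nef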
# L929 necroptosis: inhibitors of zVAD-triggered necroptosis, primary screen, L929 cells. L929 zVAD necroptosis rescue, ATP luminescence, 24 h; with zVAD 60 µM. hit rate 0.38% among 220,000. viability rescue, % at 10 µM;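 active means activation, scaled between plate controls, above about 75%, limit read from the data; inactive means activation under that limit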;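 further: 0% = zVAD with DMSO and 100% = DMSO alone without zVAD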
# Starred values were filed as active, the others as inactive; . = no result given; [ ] = another dose, or the depositor's remark.
SMILES,TbHK1 inh,Runt-CBFb FRET,Runt-SMMHC FRET,14-3-3 Bad PPI,MDM2 E3 inh,EBV gp42 block,p47phox inh,Hck Nef HTS,L929 necroptosis
CCCCN(C(=O)CCC(=O)Nc1cc(C)on1)C(C(=O)NC(C)(C)CC)c1cccc(OC)c1OC (configuration not stated),-12.3,-2.1,-2.1,1.5,-5.1,-9.7,-6.8,11.1,-0.6
CC(C)N1CCC2(CC1)N=C(c1ccc3c(c1)OCO3)CC(c1cc(Cl)ccc1O)N2 (configuration not stated),-2.6,-1.5,-4.7,-1.0,-8.1,1.6,-6.0,-0.7,45.7
O=C(NC1CC1)C1CCN(C2CCN(C(=O)CCOc3ccccc3)CC2)CC1,5.1,-2.0,2.4,-10.6,-9.5,-1.5,-15.1,5.9,0.1
O=C(Nc1nnc(-c2cccnc2)s1)c1cccs1,-46.2,3.4,-8.3,6.1,.,-24.2,1.7,6.2,-0.7
Cn1c(CSCCOc2ccccc2)n[nH]c1=S,1.8,11.7,9.3,-2.8,-5.7,-7.2,-7.6,-2.1,-0.2
O=C(Cn1c(NCCCO)nc2ccccc21)c1cccc(Br)c1,-29.3,-1.2,-1.6,-1.3,-12.3,2.1,-3.7,-2.1,-0.1
COc1ccccc1C(c1nnnn1CCc1ccccc1)N1CCN(c2ccccc2)CC1 (configuration not stated),6.2,-1.5,2.0,10.6,-12.1,4.3,3.0,1.2,-0.1
C=CCn1c2ccccc2c2nnc(SCc3[nH]c(=O)[nH]c3C(=O)CCCCC(=O)OCC)nc21,-19.4,-0.4,1.4,3.5,-3.8,-16.5,-26.8,0.4,0.6
CCN(CC)CCn1c(=N)n(CC(O)c2ccc(OC)c(OC)c2)c2ccccc21 (configuration not stated),-1.0,1.8,-3.7,-1.5,-15.1,-4.8,-1.1,2.8,-0.2
COc1cccc(C(=O)CSc2nnc(CNS(C)(=O)=O)n2-c2ccc(C)cc2)c1,0.5,-0.5,-0.5,0.1[fluorescence artefact?],3.1,4.4,-2.6,1.3,-0.6
O=C(CSCc1ccc(Cl)cc1)N/N=C/c1ccccc1,-1.1,-1.6,-2.2,-1.7,-1.4,1.6,-5.1,7.2,0.2
COC(=O)c1ccc(CNC(=O)COC(=O)CCC2CCCC2)cc1,-1.3,-1.2,2.7,-0.4,-9.6,-2.3,-7.0,-0.5,1.9
O=C(c1ccco1)N1CCN(C(=O)c2cnn3c2NC(c2cccs2)CC3C(F)(F)F)CC1 (configuration not stated),-10.9,-1.9,1.2,-15.5,0.1,-5.6,1.8,-0.6,-0.3
CCOC(=O)N1CCC(NC(=O)CSc2cc(=O)n(CC)c3ccccc23)CC1,-11.0,0.1,2.8,6.8,6.7,-14.6,-12.6,-1.2,-0.5
CCCCNC(=O)c1onc(CSc2cccc(C)c2)c1C(=O)O,0.6,-5.6,3.1,11.2[fluorescence artefact?],-11.6,-7.7,-5.2,2.7,0.0

# Gathered by group, those above with a thiophene ring, fused or not.
SMILES,TbHK1 inh,Runt-CBFb FRET,Runt-SMMHC FRET,14-3-3 Bad PPI,MDM2 E3 inh,EBV gp42 block,p47phox inh,Hck Nef HTS,L929 necroptosis
O=C(Nc1nnc(-c2cccnc2)s1)c1cccs1,-46.2,3.4,-8.3,6.1,.,-24.2,1.7,6.2,-0.7
O=C(c1ccco1)N1CCN(C(=O)c2cnn3c2NC(c2cccs2)CC3C(F)(F)F)CC1 (configuration not stated),-10.9,-1.9,1.2,-15.5,0.1,-5.6,1.8,-0.6,-0.3

# Continued:
SMILES,TbHK1 inh,Runt-CBFb FRET,Runt-SMMHC FRET,14-3-3 Bad PPI,MDM2 E3 inh,EBV gp42 block,p47phox inh,Hck Nef HTS,L929 necroptosis
Cc1nnc(SCC(=O)Nc2ncc3c(n2)CC(c2ccccc2)CC3=O)s1 (configuration not stated),-4.5,1.7,3.9,-11.9[fluorescence artefact?],-8.1,-10.5,-9.1,0.7,0.2
CCSc1ccc(-c2nn(-c3ccccc3)cc2/C=C(/C#N)C(=O)NCCCOC)cc1,-24.7,23.5,59.5*,-0.7,-9.8,-20.4,-12.2,0.0,1.3
O=C1c2ccccc2C(=O)N1SC1CCCCC1,12.8,34.5,36.1,-12.0,-2.9,-39.3,-21.9,-2.9,-0.1
O=C(NCCCNC(=O)c1ccco1)c1ccco1,0.3,0.1,1.0,11.2[fluorescence artefact?],-3.5,3.2,-8.2,0.5,-0.8
CCN1CCN(Cc2nc3c(c(=O)n(C)c(=O)n3C)n2CCc2ccccc2)CC1,1.9,-0.6,0.4,6.2,.,-3.5,-10.2,-1.0,.
CCOC(=O)c1c(C)nc2sc3c(=O)n(-c4ccc(OC)cc4)nnc3c2c1-c1ccc(OC)cc1,-5.9,13.6,11.3,5.4,-18.6,-18.4,-84.2,-0.8,1.1
O=C(NNC(=S)NC(=O)c1cn(-c2ccccc2)nc1-c1ccccc1)c1ccncc1,-6.3,4.2,1.4,-18.3,.,-4.8,.,9.1,-0.1
O=C(O)Cc1cn(Cc2ccc(F)cc2)c2ccccc12,5.0,-0.8,0.3,-14.1,-2.7,-7.2,5.1,21.7,3.1
Cc1cccc(C)c1NC(=O)c1ccc(CN2CCc3ccccc3C2)cc1,0.1,-2.4,-7.9,-10.5,-2.0,-17.6,-3.9,0.7,0.0
Cc1ccnc(NS(=O)(=O)c2ccc(N=CC3=C(O)CC(C)(C)CC3=O)cc2)n1,-10.1,-1.6,-3.5,16.2[fluorescence artefact?],-7.2,-6.9,6.3,6.6,0.2
CC(Oc1ccc2c(=O)c(-c3ccc(Cl)cc3)c(C(F)(F)F)oc2c1)C(=O)O (configuration not stated),-12.9,1.6,-2.4,2.0,-6.3,-12.7,4.1,29.9,-1.0
Fc1ccccc1Cn1cnc(NC(=S)NCCc2ccccc2)n1,-2.1,4.2,-7.8,-5.3,-15.2,-14.8,5.0,15.1,0.1
O=C1CC(c2ccc(S(=O)(=O)NC3CC3)cc2)CN1 (configuration not stated),-5.9,-0.5,1.3,0.8,-6.0,-23.3,-9.0,0.3,0.6
CC(C)(C)NS(=O)(=O)c1cc(C(=O)O)ccc1Cl,-0.1,1.6,-1.4,1.9,-3.0,-12.9,-2.4,28.1,2.1
CC1CCN(c2ccc(C(=O)NCc3ccc4c(c3)OCO4)cc2[N+](=O)[O-])CC1,3.3,-1.2,0.8,-1.5,-4.8,-12.2,-8.7,3.0,3.5
COc1ccc(-c2nnc(NC(=O)C(C)C)s2)c(OC)c1,-8.0,1.6,3.4,8.3[fluorescence artefact?],-10.0,1.5,-10.5,0.1,8.4
Cc1ccc(C(OCC(C)(C)C[N+](C)(C)C)c2ccccc2)cc1 (configuration not stated),7.4,.,-3.5,10.6,-11.5,-14.3,3.0,1.1,0.3
CC1=CCC2C(=O)N(Cc3ccccc3)C(=O)C2C1 (configuration not stated),-3.4,1.4,-6.1,1.5[fluorescence artefact?],-12.3,-8.7,-5.6,0.6,-1.0
O=[N+]([O-])c1nn(-c2ccc3c(c2)OCCO3)n(O)c1=NC1CCCC1,-8.0,1.5,-3.7,8.5,-11.5,3.6,-25.1,0.0,1.0
COc1ccc(NC(=O)c2ccccc2O)c(OC)c1,-26.0,0.4,-5.7,-4.4,-9.3,-12.6,-5.2,1.3,0.4
O=C(O)C/C(=C\c1ccc(N2CCOCC2)c([N+](=O)[O-])c1)c1nc2ccccc2s1,-52.1,-2.9,-5.3,5.5,-13.0,10.1,-11.0,37.8,0.2
O=C(CCCN1C(=O)/C(=C/c2cccs2)SC1=S)Nc1ccc(O)c(C(=O)O)c1,-4.4,-3.7,-3.9,-4.2,-37.1,-3.0,-1.0,8.0,1.2
CN(C)C(=O)CSc1nnc([C@H](Cc2c[nH]c3ccccc23)NC(=O)OC(C)(C)C)o1,.,-2.8,0.3,-9.5,7.0,-9.5,-4.5,.,.
Cn1c(=O)c(N)c2c3c(c(Br)ccc31)C(=O)c1ccccc1-2,-4.0,-9.2,-182.6,-1.2,-8.2,170.9*,-23.6,4.7,4.7
Cc1nc(N=Nc2ccc(O)cc2)n[nH]1,-31.0,-3.9,-5.6,-2.2,.,-7.0,2.2,22.0,-1.9
COc1ccc(-c2nnc(SCC(=O)Nc3cc(C)on3)n2C)cc1OC,0.8,-1.0,-8.0,-4.3,-5.5,-24.3,-1.3,-0.6,0.0
COc1ccc(C)cc1NC(=O)c1nnn(Cc2cc(C)ccc2C)c1N,-3.1,1.5,1.1,-3.2,-15.8,-15.8,-12.5,0.3,0.5
CCC1CCC(C(=O)NC(C(=O)Nc2ccc3c(c2)OCCO3)C(C)C)CC1 (configuration not stated),3.4,-4.5,-0.4,-14.2,-20.1,-10.9,-2.9,-2.5,0.0
Nc1ccc2oc(-c3cc(Br)ccc3Cl)nc2c1,-7.9,-10.5,-26.0,-1.7,-23.5,-17.5,-10.6,-2.2,2.6
CCn1cc(C(=O)O)c(=O)c2cc(F)c(N3CCN(S(=O)(=O)c4ccc(Br)cc4)CC3)cc21,-26.3,-0.9,-3.1,13.9,-1.7,-26.1,-11.2,-1.2,0.2
O=C(c1nc2ncccn2n1)N1CCN(c2ccccc2)CC1,3.3,-0.2,5.7,-11.9,5.5,-19.3,-12.9,3.0,0.1
Cc1[nH]c2ccccc2c1C(=O)CN1CCN(C/C=C/c2ccccc2)CC1,-3.8,-2.0,-5.8,-7.8[fluorescence artefact?],-12.5,-46.3,-13.7,0.0,0.1
CC(=O)Nc1ccc(Oc2ccc3nc(C)[nH]c3c2)cc1,-7.2,2.9,0.7,-3.7[fluorescence artefact?],-14.5,-8.0,-6.5,-1.2,0.9
CC1CCCCC1NC(=O)Cn1nc(-c2ccccc2)ccc1=O (configuration not stated),-2.9,-1.5,-3.7,4.0,9.2,-11.7,-10.7,-2.1,1.9
Cc1ccc(C)c(S(=O)(=O)N2C(=S)NC(=O)C2C(C)C)c1 (configuration not stated),-0.9,5.0,-4.4,3.3[fluorescence artefact?],-2.9,-24.6,-0.6,-1.4,0.3
CC(C)C(=O)Nc1ccc([N+](=O)[O-])cc1Br,-8.3,-0.6,0.9,-3.2,-5.5,-2.2,-3.6,-2.8,0.0
O=C(NC(n1ccc(=O)[nH]c1=O)C(Cl)(Cl)Cl)C12CC3CC(CC(C3)C1)C2 (configuration not stated),-11.3,1.1,-2.8,4.2,-5.5,-8.6,4.9,1.2,1.2

# Compound activity from PubChem.
